Screening results (PubChem)
TNAP act hi DEA = increases human TNAP activity under high phosphate acceptor concentration | AID 1136 | purified TNAP, CDP-star luminescence, 1 M DEA, 30 min; stronger effect = higher value; 0 = EDTA background, 1 = DMSO-only activity | activation factor at 20 µM | 200,000 tested, under 10 active | P05186;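 active = activation factor at least 2 at 20 µM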
Target sequence (P05186 whole entry, looked up): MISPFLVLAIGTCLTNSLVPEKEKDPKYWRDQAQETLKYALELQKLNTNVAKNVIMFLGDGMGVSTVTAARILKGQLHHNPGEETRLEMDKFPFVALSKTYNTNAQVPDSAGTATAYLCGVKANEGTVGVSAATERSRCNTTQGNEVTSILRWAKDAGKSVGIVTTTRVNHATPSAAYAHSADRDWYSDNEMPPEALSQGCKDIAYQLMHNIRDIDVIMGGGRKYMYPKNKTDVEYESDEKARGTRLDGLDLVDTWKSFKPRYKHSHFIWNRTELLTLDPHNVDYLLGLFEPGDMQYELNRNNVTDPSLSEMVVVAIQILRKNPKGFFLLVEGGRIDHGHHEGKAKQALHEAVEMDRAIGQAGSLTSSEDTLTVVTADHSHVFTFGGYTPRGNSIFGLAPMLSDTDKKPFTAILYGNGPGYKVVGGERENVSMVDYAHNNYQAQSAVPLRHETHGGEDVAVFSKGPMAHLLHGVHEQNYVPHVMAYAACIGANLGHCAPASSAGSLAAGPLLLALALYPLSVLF
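Measured by: Luminescent substrate turnover signal | Test system: Human TNAP | Input: TNAP 1/800 final | Dosing: 20 µM single point | Schedule: 30 min, room temperature | Controls: EDTA wells as negative control, DMSO wells as positive control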
TNAP inh hi DEA = TNAP (human) inhibition, high acceptor; P05186; purified TNAP, CDP-star luminescence, 1 M DEA; inhibition, % at 20 µM; hit rate 0.03% among 200,000; AID 1135;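 active = over 50% inhibition of tissue-nonspecific alkaline phosphatase at 20 µM in the single-dose screen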;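 note: plate controls were DMSO wells for no effect and EDTA-quenched wells as full inhibition for full effect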
Diaph act CS = counter-screen for diaphorase-based assays: diaphorase activators and chemical reducers. Diaphorase/resazurin coupled assay, resorufin fluorescence, 16 min; stronger effect = higher value; 1 = vehicle wells, 0 = NADH-free wells. activation factor at 20 µM. hit rate 0.005% among 190,000;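 active = diaphorase activity raised at least twofold by the compound at 20 µM; inactive = activation factor below 2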
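test system = bacterial diaphorase enzyme (C. kluyveri) | quantity = enzyme 0.07 U/mL final | reagent = NADH substrate 0.114 mM plus resazurin dye 0.1 mM, final | incubation = 16 min enzyme reaction, ambient temperature | buffer or medium = HEPES pH 7.4 buffer with MgCl2 and Tween 20 | signal = fluorescence of resorufin, 544 nm excitation, 590 nm emission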
Lmaj promast = inhibitors of Leishmania major promastigote growth; Leishmania major promastigotes, resazurin fluorescence viability; inhibition, % at 10 µM; hit rate 9% among 200,000; AID 1063; in the data active = inhibition above about 50%;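 note: promastigotes grown with compound for 44 hours at 28 °C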
bIAP inhibitor = blocks bovine intestinal alkaline phosphatase activity; purified bovine IAP, CDP-star luminescence, 30 min; inhibition, % at 20 µM; 190,000 tested, under 10 active;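 active = over 50% inhibition of intestinal alkaline phosphatase at 20 µM in the single-dose screen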
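Incubation: 30 min reaction at room temperature / Material: purified bovine intestinal alkaline phosphatase (IAP) enzyme / Input: enzyme at 1/65,000,000 dilution / Dosing: 20 µM single dose / Signal: CDP-star luminescence signal / Reagent: CDP-star chemiluminescent phosphatase substrate, 30 µM final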
Diaph inh CS = diaphorase inhibition or chemical oxidation counter-screen | diaphorase resazurin-to-resorufin fluorescence, NADH, 16 min; bacterial (C. kluyveri) enzyme, not human | inhibition, % at 20 µM | hit rate 0.69% among 190,000;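 active = primary screen inhibition at 20 µM above a set limit, cut at about 50% in these data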;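 note: plate controls were DMSO with full reaction for no effect and wells lacking NADH for full effect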
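Assay system: diaphorase enzyme from Clostridium kluyveri; Input: enzyme working solution with 0.14 U/mL diaphorase; Timing: 16 min at room temperature; Technique: resorufin fluorescence, excitation 544 nm, emission 590 nm; Benchmarks: positive control minus NADH, DMSO neutral control.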
bIAP act = increases bovine intestinal alkaline phosphatase activity; hit rate 0.17% among 200,000; purified bovine IAP, CDP-star luminescence, 30 min; stronger effect = higher value; fold of DMSO-control signal, blank-subtracted; activation factor at 20 µM;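 active = activation factor of 2 or more at 20 µM, a signal rise over negative controls twice the positive control's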
TNAP inh no acc = TNAP (human) inhibition, acceptor-free conditions; purified TNAP, CDP-star luminescence, 30 min; inhibition, % at 20 µM; hit rate 0.26% among 200,000; AID 1012;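 active = tissue-nonspecific alkaline phosphatase inhibition above about 50% at 20 µM in the single-dose screen, limit read from the data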;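 note: 0% = DMSO negative control and 100% = EDTA positive control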
PMI act = phosphomannose isomerase (human) activation. P34949. purified human PMI, coupled resazurin fluorescence, 20 min; stronger effect = higher value; 1 = vehicle control, 0 substrate-free wells. activation factor at 20 µM. hit rate 0.005% among 190,000. AID 1214;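 active = activation factor of 2 or more at 20 µM, relative to plate controls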
Target sequence (P34949 whole entry, looked up): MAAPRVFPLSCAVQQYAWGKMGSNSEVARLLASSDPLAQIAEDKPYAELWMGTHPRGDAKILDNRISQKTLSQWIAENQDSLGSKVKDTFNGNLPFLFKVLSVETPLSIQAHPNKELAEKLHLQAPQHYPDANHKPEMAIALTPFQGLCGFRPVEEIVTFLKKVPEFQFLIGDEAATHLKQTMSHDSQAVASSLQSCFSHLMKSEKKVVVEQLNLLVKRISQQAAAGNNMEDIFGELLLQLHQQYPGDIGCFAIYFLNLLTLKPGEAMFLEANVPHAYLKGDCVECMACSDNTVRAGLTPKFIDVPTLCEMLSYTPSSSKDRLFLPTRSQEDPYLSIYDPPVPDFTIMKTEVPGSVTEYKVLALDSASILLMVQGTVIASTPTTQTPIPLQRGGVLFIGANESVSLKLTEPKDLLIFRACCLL
PMI act satM6P = activators of human phosphomannose isomerase at near-saturating mannose 6-phosphate. P34949. coupled PMI enzyme assay, resazurin fluorescence, 20 min; stronger effect = higher value; 1 = untreated enzyme, 0 = substrate-free blank. activation factor at 20 µM. hit rate 0.34% among 190,000;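 active = activation factor of 2 or more at 20 µM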
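Test system: Human PMI in coupled enzyme assay | Input: 15 ng/mL PMI | Medium: HEPES-buffered pH 7.4 with magnesium and detergent | Compound: One concentration, 20 µM, in 1% DMSO | Incubation: Enzyme reaction with compound 20 min at room temperature | Detection: Diaphorase-driven resazurin-to-resorufin fluorescence, excitation 544, emission 590 nm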
Starred values were filed as active, the others as inactive; · = no result given.

SMILES	TNAP act hi DEA	TNAP inh hi DEA	Diaph act CS	Lmaj promast	bIAP inhibitor	Diaph inh CS	bIAP act	TNAP inh no acc	PMI act	PMI act satM6P
CCOC(=O)C1=C(C)NC(=O)NC1c1ccc2c(c1)OCCO2 (configuration not stated)	1.1	-10	0.9	-2	8	10	0.9	-19	1.1	1
CN1CCN(C(=S)Nc2ccc([N+](=O)[O-])cc2)CC1	1	3	1	2	15	4	0.8	2	0.9	0.9
Cc1ccccc1Nc1nc(N)nc(CSc2nc3ccccc3c(=O)n2C)n1	1	-1	0.8	6	14	15	0.9	-2	1	0.9
O=C(Nc1ccc(-c2nnn(CC(=O)N3CCN(C(=O)c4ccco4)CC3)n2)cc1)c1ccccc1F	1	4	0.9	1	-3	9	1	-6	0.9	0.9
O=C(NCc1cccnc1)c1cccn1-c1ncc(C(F)(F)F)cc1Cl	1	-1	1	-7	-10	5	1.1	-13	1	1
C/C(=N/NC(=O)c1ccccn1)c1ccco1	1	-3	0.9	-2	-5	13	1.1	-9	0.9	0.9
O=C(NC1CCCCC1)c1cc(C(=O)c2ccccc2Br)c[nH]1	1.1	-5	1	15	-1	4	1	-10	1	1
O=c1cc(-c2ccc(Cl)c(Cl)c2)[nH][nH]1	1.1	-6	1	-9	-25	-1	1.3	-13	0.9	1
COc1cccc(C(C(=O)NC2CCCCC2)N(C(=O)c2cccs2)c2ccc3c(c2)OCO3)c1 (configuration not stated)	1	0	0.9	15	0	13	1	-6	0.9	0.9
O=C(CNS(=O)(=O)c1ccccc1)NCc1ccccn1	1	1	0.9	5	2	10	1	-3	1	1
CCOC(=O)N1CCN(CC(=O)c2c[nH]c3ccc(F)cc23)CC1	1	0	0.9	-3	8	15	0.9	7	1	1.1
O=C(CN1C2=NCCN2c2ccccc21)C12CC3CC(CC(C3)C1)C2	1.1	-9	1.1	101*	-39	-9	1.4	14	1	1.1
CC12CN3CC(C)(CN(C1)C3c1ccccc1)C2O (configuration not stated)	1	-1	·	0	-15	·	1.1	-9	·	·
CSCc1ccc(C(=O)NCc2ccccc2)cc1	1	-3	0.9	-1	17	11	0.8	-6	0.9	1
Clc1ccc(/C=N/c2c(-c3ccc(Cl)cc3)nc3n2CCS3)cc1	0.9	6	0.9	43	17	6	0.8	3	0.9	1
CCOC(CCNC(=O)c1cn(-c2cccc(C)n2)cn1)OCC	1	-3	0.8	1	4	21	1	-10	0.9	0.9
CC(=O)Oc1ccc2oc3c(c2c1)C(=O)CCC3	1	-1	0.8	-8	3	17	1	7	1	0.9
Cc1cc(NC(=O)CSc2nccn2-c2cccc(C)c2C)no1	1	-4	0.9	2	-4	9	1	-7	1	1
Cc1cc(Cl)c(S(=O)(=O)Nc2ccc3c(c2)OCCO3)cc1OCC(=O)NC1CCCCC1	1.1	-6	0.7	99*	13	29	0.9	-8	0.9	0.9
CCOC(=O)c1sc(=NC(=O)c2ccc(C)c(C)c2)n(C)c1C	1	0	0.9	12	7	6	0.9	-8	1	1.1
O=C(C1=C[C@H](c2ccc(C(F)(F)F)cc2)C[C@H](OCc2ccc(CO)cc2)O1)N1CCCCCCC1	1.1	-9	0.5	-7	3	50*	1	-6	0.8	0.8
CC(C)(C)NC(=O)CN(C(=O)CNS(=O)(=O)c1ccccc1)c1ccc2c(c1)OCCO2	1	1	0.9	1	27	6	0.7	-8	1	1
Cc1ccc(-n2c(SCC(=O)N3CC(=O)Nc4ccccc43)nc3ccccc3c2=O)cc1C	0.9	6	0.8	34	9	24	0.9	2	0.8	1
Cc1ccc(CSC2=Nc3ccccc3C3=NC(CC(=O)NCc4ccco4)C(=O)N23)cc1 (configuration not stated)	1	0	0.7	21	-8	32	1.1	10	0.8	0.9

Reprinted at random: five compounds from above
SMILES	TNAP act hi DEA	TNAP inh hi DEA	Diaph act CS	Lmaj promast	bIAP inhibitor	Diaph inh CS	bIAP act	TNAP inh no acc	PMI act	PMI act satM6P
CC12CN3CC(C)(CN(C1)C3c1ccccc1)C2O (configuration not stated)	1	-1	·	0	-15	·	1.1	-9	·	·
O=c1cc(-c2ccc(Cl)c(Cl)c2)[nH][nH]1	1.1	-6	1	-9	-25	-1	1.3	-13	0.9	1
CCOC(=O)C1=C(C)NC(=O)NC1c1ccc2c(c1)OCCO2 (configuration not stated)	1.1	-10	0.9	-2	8	10	0.9	-19	1.1	1
CC(C)(C)NC(=O)CN(C(=O)CNS(=O)(=O)c1ccccc1)c1ccc2c(c1)OCCO2	1	1	0.9	1	27	6	0.7	-8	1	1
O=C(Nc1ccc(-c2nnn(CC(=O)N3CCN(C(=O)c4ccco4)CC3)n2)cc1)c1ccccc1F	1	4	0.9	1	-3	9	1	-6	0.9	0.9

Additional entries:
SMILES	TNAP act hi DEA	TNAP inh hi DEA	Diaph act CS	Lmaj promast	bIAP inhibitor	Diaph inh CS	bIAP act	TNAP inh no acc	PMI act	PMI act satM6P
Nc1cccc(-n2nncc2-c2ccc(Cl)cc2)c1	1	-2	0.8	2	14	15	0.9	-2	0.9	0.8
COc1ccc(CCNC(=O)CSc2nc(N)c3c(C)c(C)oc3n2)cc1OC	1	-2	0.9	-4	3	10	1	-10	0.9	0.9
COC(=O)CC1C(=O)NCCN1C(=S)Nc1ccccc1Cl (configuration not stated)	1	-2	0.9	-3	1	14	1	-2	0.9	0.9
CC(CN1CCOCC1)OC(=O)C1COc2ccccc2O1 (configuration not stated)	1	-1	1	-5	-1	-5	1	-1	1.2	1
CC(=O)Nc1ccc(-c2csc(NC(=O)Nc3ccccc3)n2)cc1	1	-2	0.8	58*	-34	24	1.3	-18	1	0.9
O=C(COC(=O)COc1ccccc1[N+](=O)[O-])NC1CCCC1	1	-4	1	9	-4	0	1	-5	1.1	1.1
CCOc1ccc(S(=O)(=O)n2ccnc2)c2ccccc12	1.1	-8	0.9	-5	5	12	0.9	-17	1	1
O=C(CCCC(=O)N(CC(=O)NC1CCCC1)Cc1ccc(F)cc1)Nc1ccccn1	1.1	-5	0.8	0	-14	21	1.1	-1	1	0.9
CC(C)(C)C(=O)NC(=S)NCc1ccccc1	1	-4	0.9	4	0	7	1	-8	1	1.1
CC(C)(C)c1ccc(OCC(=O)NNC(=O)CCc2ccccc2)cc1	1	-1	0.9	-10	-4	14	1	2	0.9	0.9
O=C(Nc1cccc(F)c1)c1cc(S(=O)(=O)N2CCC3(CC2)OCCO3)ccc1F	1	0	0.9	14	-4	12	1	-11	1	1
NC(=O)c1noc(C(=O)N(CC(=O)NC2CCCC2)Cc2ccc3c(c2)OCO3)c1N	1.1	-5	1	-3	15	-3	0.8	-4	1.3	1.2
Cc1cc(=O)[nH]c(=S)[nH]1	1	0	0.9	-6	13	6	0.9	-7	1	1.1
CCOC(=O)CSc1nc(C)c(C(=O)OCC)s1	1	-3	1	-3	4	2	1	-10	1	1
CC1CCc2nc(N)c(C#N)c(-c3cccnc3)c2C1 (configuration not stated)	1.1	-6	0.9	-6	4	11	1	-3	1.1	1
CCOC(=O)Cn1nc(-c2ccc(Cl)cc2)cc1N	1	3	0.8	55*	6	15	0.9	-6	0.8	0.8
O=C(C1=C[C@H](c2ccccc2)C[C@H](OCCCCO)O1)N1CCN(Cc2ccccc2)CC1	1.1	-8	0.9	-11	-2	14	1	-3	1	0.9
CSc1cc(-c2ccc(Cl)cc2)n(Cc2ccccc2)c(=O)c1C#N	1	-4	1	1	31	3	0.7	-22	1.1	1
C=CCn1c(SC(C)CC)nc(O)cc1=O (configuration not stated)	1	-3	1	-9	-2	1	1	-17	1.1	1.1
CCNc1ccc(S(=O)(=O)C(F)(F)F)cc1NC(=O)C12CCC(CC1)C2	1	-2	0.8	-6	8	16	0.9	-10	1	0.9
CN(C)c1ccc(/C=N/N(Cc2ccccc2)c2ccccc2)cc1	1	2	0.9	4	0	11	1	-5	0.9	0.9
CCc1nnc(N2CCN(c3ncnc4c3oc3ccccc34)CC2)s1	1	0	0.9	10	-2	13	1	-4	0.9	0.9
COCCNc1nc2sc3c(c2c(=O)n1Cc1ccco1)CCCCC3	1	2	0.9	1	8	11	0.9	0	1.3	1.3
O=C1NC(c2ccccc2)=C(c2ccc3ccccc3n2)C(c2ccncc2)N1 (configuration not stated)	1.1	-7	0.9	11	2	12	1	-11	1	1
O=C(NCCN1C(=O)CCC1=O)c1ccncc1	1	-2	0.9	10	9	11	0.9	-2	0.9	1
Cn1c(=O)[nH]c(=O)c2c1nc(N1CCOCC1)n2CC(O)COc1ccc2ccccc2c1 (configuration not stated)	1	-3	0.9	-2	-15	14	1.2	-10	0.9	0.9
C=CCN1C(=O)C(CC(=O)O)SC1=Nc1cccc([N+](=O)[O-])c1 (configuration not stated)	1	0	1	0	-5	4	1.1	-2	1	1
COc1ccc(NC(=O)CCCN(C)S(=O)(=O)c2ccc(C)cc2)cc1	1.1	-7	0.9	-6	4	7	1	-8	1.1	1
O=C(Nc1ccc([N+](=O)[O-])cc1)c1cc(-c2ccccn2)nc2c(Cl)cccc12	1.1	-6	1.1	-4	3	-8	1	-3	1	1
Cc1ccc(-c2nc(N)n(C(=O)Cc3ccccc3)n2)cc1	1	-3	0.9	-9	0	15	1	38	0.9	0.9
Cc1ccc(S(=O)(=O)N(CC(=O)N2CCc3ccccc3C2)c2cccc(Cl)c2)cc1	1	-1	0.9	6	17	14	0.8	-8	1.1	1
NC(=O)COC(=O)c1cc(S(=O)(=O)N2CCOCC2)ccc1N1CCCCC1	1	-2	0.9	-5	-2	14	1	-11	1	0.9
O=C1CN=CN=CN1c1ccc(Cl)cc1Cl	1	-1	1	-3	17	3	0.8	-12	1	1.1
CCn1c2ccccc2c2cc(CN3CCN(Cc4cc(OC)ccc4O)CC3)ccc21	1.1	-6	0.7	34	-3	26	1	-15	0.8	0.8
CC(NC(=O)c1ccc(Cl)cc1)c1nnc(SCc2ccc([N+](=O)[O-])cc2)n1C (configuration not stated)	1	1	0.9	-1	10	15	0.9	-2	0.9	0.9
CCC(=O)NC1OC(CO)C(O)C(O)C1O (configuration not stated)	1.1	-6	0.9	-4	-2	9	1	-9	1	1
COc1cc(NC(=O)c2ccc(Cl)cc2)c(OC)cc1NC(=O)CN1CCCCC1	1.1	-6	0.8	18	-11	22	1.1	-2	1.1	0.8
C=CCNc1nc2c(c(=O)[nH]c(=O)n2C)n1CCCCC	1	-2	1	-3	3	4	1	-10	1	1
O=C(C[n+]1ccc(-c2nnc3n2CCC3)cc1)c1ccc(Cl)cc1	0.8	17	0.9	-6	12	11	0.9	20	1.2	1.2
O=S(=O)(c1cnc[nH]1)N1CCc2ccccc21	0.8	16	0.8	61*	15	19	0.8	9	0.8	0.8
